Assay outcomes deposited in PubChem by several laboratories.
CR mimetic SO = reduction of superoxide in aged yeast, primary screen, HTS. S. cerevisiae aged cells, superoxide DHE fluorescence; stronger effect = lower value. superoxide response (% of plate mean), % at 10 µM. 330,000 tested, 0.18% active. AID 2690, 2010;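 active = superoxide response under a set limit, about three screen SD below normal, cut at about 65% in these data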;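 note: yeast aged for seven days with compound at 30 °C before DHE staining; 100% = average MFI of all compound-treated wells on the plate with controls excluded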
PP5 inh = PP5 phosphatase inhibitors, primary screen, biochemical, fluorescence | purified PP5c, OMFP substrate fluorescence | inhibition, % at 6.7 µM | 320,000 tested, 0.18% active | AID 1987, 2009;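 active = inhibition above the campaign's mean inhibition across all tested compounds plus 3 SD, cut at about 9.5% in these data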;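 note: 0% = DMSO only and 100% = 100 µM cantharidin control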
EBNA-1 inh = EBNA-1 DNA-binding inhibitors, primary screen, biochemical, fluorescence polarization; inhibition, % at 14.8 µM; 300,000 tested, 0.34% active; AID 1950, 2009; in the data active = inhibition above about 28%
ZTA DNA inh = blocks Epstein-Barr virus ZTA, an EBNA-1 counter-screen | 320,000 tested, 0.15% active | P03206 | AID 2234 | inhibition, % at 11 µM | ZTA-DNA binding, fluorescence polarization; in the data active = inhibition above about 33%
Target sequence (P03206 whole entry, looked up): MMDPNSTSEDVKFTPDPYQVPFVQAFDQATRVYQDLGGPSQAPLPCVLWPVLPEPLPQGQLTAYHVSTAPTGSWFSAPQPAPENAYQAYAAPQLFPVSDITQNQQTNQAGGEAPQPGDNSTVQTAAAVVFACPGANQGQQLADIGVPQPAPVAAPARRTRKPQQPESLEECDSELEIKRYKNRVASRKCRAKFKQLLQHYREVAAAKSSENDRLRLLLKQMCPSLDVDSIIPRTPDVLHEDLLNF
Fh CTSL1 inh = Fasciola hepatica cathepsin L1 inhibitors, primary screen, counter-screen for PFM18AAP inhibitor project, biochemical, QFRET, fluorogenic peptide substrate. recombinant F. hepatica cathepsin L1, Z-Leu-Arg-MCA fluorescence. inhibition, % at 5.96 µM. 300,000 tested, 0.49% active. AID 1906, 2009;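 active = inhibition above the mean of all tested compounds plus 3 SD, set per screening campaign, cut at about 17% in these data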;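 note: 0% = plate median of test compound wells and 100% = 1 µM Z-Phe-Ala-diazomethylketone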
HCV core dimer = inhibitors of HCV core protein dimerization, primary screen, biochemical, TR-FRET, high-throughput; TR-FRET GST/Flag-core106 dimerization, 1536-well; inhibition, % at 5 µM; 300,000 tested, 0.33% active; AID 1899, 2009;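 active = inhibition above the mean of all tested compounds plus 3 SD, set per screening campaign, cut at about 45% in these data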
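System – GST-tagged and Flag-tagged HCV core protein residues 1-106 · Repeats – one well for each compound · Technique – TR-FRET 671 and 617 nm emission · Doses – one concentration, 5 µM, in 0.5% DMSO · Times – 4 h, 22.5 °C incubation · Also added – Eu donor and XL665 acceptor anti-tag antibodies · Measure – percent inhibition of core106 dimerization signal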
GASC-1 inh = inhibitors of GASC-1 histone demethylase, primary screen, biochemical, fluorescence, DELFIA europium | 330,000 tested, 0.069% active | inhibition, % at 2.35 µM | Lysine-specific demethylase 4C (Homo sapiens), Q9H3R0 | GST-JMJD2C(1-420) H3K9me3 demethylation;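 active = more than half of a compound's replicate wells show inhibition beyond 50%, single wells judged on their own value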;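 note: signal counts dimethyl H3K9 product captured on neutravidin plate; 0% = median of DMSO wells and 100% = 0.3 times that DMSO median; strong numbers were not always called active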
Target sequence (Q9H3R0 1-420 limits assumed): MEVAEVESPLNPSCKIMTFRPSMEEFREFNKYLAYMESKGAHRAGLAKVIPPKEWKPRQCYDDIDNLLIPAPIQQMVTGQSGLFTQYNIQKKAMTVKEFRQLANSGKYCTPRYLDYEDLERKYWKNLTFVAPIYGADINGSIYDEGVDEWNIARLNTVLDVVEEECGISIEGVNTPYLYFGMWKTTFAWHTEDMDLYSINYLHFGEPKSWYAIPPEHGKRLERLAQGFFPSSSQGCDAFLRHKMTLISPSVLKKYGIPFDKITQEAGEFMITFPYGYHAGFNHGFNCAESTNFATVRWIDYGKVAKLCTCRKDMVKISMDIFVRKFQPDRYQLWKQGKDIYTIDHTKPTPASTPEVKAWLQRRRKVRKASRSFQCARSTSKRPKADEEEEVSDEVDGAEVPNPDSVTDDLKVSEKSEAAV
PP1 inh = PP1-alpha phosphatase inhibitors, primary screen, counter-screen for PP5 inhibitor project, biochemical, fluorescence, OMFP substrate, single point. purified PP1alpha. inhibition, % at 6.7 µM. 320,000 tested, 0.9% active. AID 2235, 2010;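 active = inhibition above the mean inhibition of all tested compounds plus 3 SD, computed separately for each screening campaign, cut at about 15% in these data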
Target sequence (P62136 whole entry, looked up): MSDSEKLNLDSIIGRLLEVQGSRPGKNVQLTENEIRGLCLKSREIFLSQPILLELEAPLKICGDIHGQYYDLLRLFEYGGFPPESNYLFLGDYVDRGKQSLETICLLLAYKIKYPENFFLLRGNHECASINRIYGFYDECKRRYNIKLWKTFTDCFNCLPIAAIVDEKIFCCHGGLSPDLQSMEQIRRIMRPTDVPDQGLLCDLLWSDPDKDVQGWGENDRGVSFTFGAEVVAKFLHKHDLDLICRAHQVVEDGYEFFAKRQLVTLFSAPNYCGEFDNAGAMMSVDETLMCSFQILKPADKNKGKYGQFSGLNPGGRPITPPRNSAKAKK
TPT1 inhibitor = Candida albicans TPT1 enzyme inhibitors, primary screen, biochemical, fluorescence polarization; tRNA 2'-phosphotransferase TPT1 (Candida albicans SC5314); recombinant caTPT1, FP RNA substrate dephosphorylation; inhibition, % at 5 µM; 300,000 tested, 0.81% active; AID 1962, 2009;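 active = inhibition above the mean of all tested compounds plus 3 SD, set per screening campaign, cut at about 24% in these data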;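 note: plate controls were DMSO alone for no effect and ferristatin control at 100 nM for full effect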
Starred values were filed as active, the others as inactive; . = not tested or not shown; & = joins results of further samples.

SMILES	CR mimetic SO	PP1 inh	HCV core dimer	PP5 inh	TPT1 inhibitor	GASC-1 inh	Fh CTSL1 inh	ZTA DNA inh	EBNA-1 inh
CC1CCCC(NS(=O)(=O)c2ccc3c(c2)OCCO3)C1C (configuration not stated)	105	3	7	2.5	5	1	2	1	-14
COc1ccc(CCNC(=O)CSCc2ccc(Br)cc2)cc1OC	98	-6	8	0.5	0	-7	-6	-6	-4
NC(=O)NC(CC(=O)NNC(=O)c1ccccn1)c1ccc(Cl)cc1 (configuration not stated)	91	0	.	0.0	.	10	.	5	.
CCN(CC(=O)Nc1c(F)cccc1F)C(=O)C1Cc2ccccc2CN1S(=O)(=O)CC (configuration not stated)	102	-2	3	-1.1	-1	-11	2	16	6
O=S(O)OC1CS(=O)(=O)CC1c1ccccc1 (configuration not stated)	113	1	-2	4.3	-1	8	2	-10	-18
COC(=O)c1ccc(C(=O)OC)c(=O)[nH]1	87	-2	-3	1.6	-1	-2	4	-8	-7
Cc1nc(SCC(=O)N2CCN(c3ccccc3)CC2)n[nH]1	106	-2	-8	0.0	0	5	4	14	0
Cc1ccccc1NC(=S)NC(NC(=O)N(C)C)C(Cl)(Cl)Cl (configuration not stated)	107	6	0	0.3	0	1	-2	-1	-12
Cc1cccc(CC2CC(=O)N(C3CCCCC3)C2=O)c1 (configuration not stated)	93	-1	-6	0.0	0	-1	6	-4	14
O=C(CNC1CCCC1)Nc1cc(Cl)ccc1[N+](=O)[O-]	129	-5	1	5.3	3	9	-5	3	-18
COc1ccc(N2CCN(C(=O)c3cc(=O)[nH]c4ccccc34)CC2)cc1	87	-1	4	-0.4	-3	4	3	3	0
O=C(NCc1ccccc1)c1onc(CS(=O)(=O)c2ccccn2)c1C(=O)NCc1ccccc1	103	0	3	4.4	0	6	0	-8	-6
CC(C(=O)NC1CCCCC1)N1CCN(C)CC1 (configuration not stated)	89	3	-6	1.4	-1	-5	1	3	9
O=C(COC(=O)c1cccc2ccccc12)NCC1CCCO1 (configuration not stated)	102	-5	0	1.2	-3	-5	-1	-4	-2
Cc1cc(=O)[nH]c(SCCOc2cccc(C(F)(F)F)c2)n1	96	1	-7	1.4	-3	52	1	-4	-3
N#CCc1ccc(NC(=O)c2cc(S(=O)(=O)N3CCOCC3)ccc2Cl)cc1	111	-3	14	-0.7	2	-3	0	13	7
Cc1cc(C(=O)N2CC(C)CC(C)C2)n(-c2ccccc2)n1 (configuration not stated)	95	-1	8	-1.4	1	4	-3	14	7
COc1cc(/C=N/n2c(SC)nnc(C(C)(C)C)c2=O)ccc1O	94	-2	-4	2.3	-2	-4	3	10	5
COc1ccc(CCNC(=O)CSc2nc(-c3ccc(OC)c(OC)c3)ccc2C#N)cc1	99	3	-4	0.1	2	1	3	-1	-4
CCn1c(C)nc2cc(C(=O)NNC(=O)Nc3ccc(Cl)c(Cl)c3)ccc21	104	4	-2	3.6	-8	6	5	-29	-12
O=C(Nc1ccc2c(c1)OCO2)c1ccc(CO)cc1	93	0	.	0.4	.	-5	.	5	.
COc1ccc(OCC(O)CNC(=O)c2ccc(C)cc2)cc1 (configuration not stated)	106	-6	2	1.4	-4	-1	-3	4	-4
COc1ccc(NC(C)=O)cc1NC(=O)CSc1nnc(-c2ccccn2)n1C	85	-1	0	-0.8	-2	-1	3	0	10
CCN(c1ccc(OC)cc1)S(=O)(=O)c1nnc(NC(=O)CC(C)C)s1	96	3	14	1.7	-2	3	0	3	4
O=C(NCc1ccc(Cl)cc1)c1cc(=O)nc2sc(-c3ccccc3)nn12	99	1	11	1.9	0	1	3	-1	-2
O=C(Nc1cscc1S(=O)(=O)c1ccccc1)c1ccccc1Cl	86	-4	-4	0.6	-1	-6	0	-14	7
Cc1nnc(SCCn2c(N3CCN(C)CC3)nc3c2c(=O)n(C)c(=O)n3C)s1	98	-4	-1	0.7	-4	-2	-4	-2	-10
Cc1ccc(-c2nc(CS(=O)CC(=O)NCc3ccccc3)c(C)o2)cc1 (configuration not stated)	97	-1	22	0.8	-3	-10	1	-5	5
O=c1[nH]cnc2scc(C3COc4ccccc4O3)c12 (configuration not stated)	132	-5	-3	-0.1	-9	-3	0	5	3
COc1c(S(=O)(=O)n2nc(C)cc2C)ccc(Cl)c1Cl	104	-1	-7	2.8	0	0	-1	-12	-3
CN(C)CCN(Cc1ccccc1)c1nccc(N(C)C)c1C#N	121	3	4	2.0	1	-4	-1	-7	6
CCOC(=O)CC1ON(C)C(=O)N1c1ccc(Cl)cc1Cl (configuration not stated)	95	0	3	2.2	-1	-6	-7	-7	-1
COc1ccc(/C=C(/Sc2nnc(-c3ccc(Cl)cc3)o2)C(=O)O)cc1	114	-8	6	-5.5	-1	-12	-1	2	1
CNCCC=C1c2ccccc2C=Cc2ccccc21	99	-3	-1	-1.9	0	.	1	7	8
Nc1ncc(S(=O)(=O)c2ccc(Cl)cc2)c(N)n1	101	-3	-3	0.8	2	4	0	13	2
Cc1ccc(S(=O)(=O)Nc2ccc3c(c2)nc(C)n3C)cc1	99	-1	-4	-2.2	-1	5	-4	5	-11
O=C(NC(Nc1nc2ccc([N+](=O)[O-])cc2s1)(C(F)(F)F)C(F)(F)F)c1cccnc1	92	-1	3	0.4	6	5	8	4	5
O=C(OCC(=O)N1CCN(S(=O)(=O)c2ccc(Cl)cc2)CC1)c1cccc(OC(F)F)c1	98	-1	9	-0.6	-3	3	-10	0	1
O=C(CN1CCN(S(=O)(=O)c2ccc(Br)cc2)CC1)N/N=C/c1ccc(Cl)c([N+](=O)[O-])c1	79	3	10	2.7	1	-10	2	5	-3
COc1cccc(NC(=O)CC2C(=O)NCCN2C(=S)Nc2ccc(F)cc2)c1 (configuration not stated)	111	-2	-4	-0.3	0	-3	-2	-11	-9
CCOC(=O)C[C@H]1c2cc(C(F)(F)F)ccc2S(=O)(=O)N1Cc1ccccc1	91	-4	-5	2.5	-1	-28	3	-6	12
CC(C)(C)OC(=O)N/N=C/c1cccn1-c1ccc([N+](=O)[O-])cc1	94	-1	12	-0.5	4	2	-4	-1	-5
O=C(CCc1ccccc1)NNC(=S)Nc1ccc(F)cc1	95	-2	-4	-1.0	1	1	-14	6	-11
CCS(=O)(=O)c1ccc(O)c(NC(=O)COc2ccc(OC)cc2)c1	91	0	-12	1.6	-4	0	-1	-16	-2
C=CCc1ccccc1OCC(=O)O	113	-1	0	0.3	0	-3	0	2	-3
CCCCNc1nc(Nc2ccc(C)c(Cl)c2)c2cnn(C)c2n1	104	9	-2	4.6	4	0	3	16	4
CC(C)CCOc1cccc(OCC(=O)N(C)C2CCS(=O)(=O)C2)c1 (configuration not stated)	72	-4	2	5.3	3	-5	-2	-2	-18
CC(=O)CC[C@@H](C)O[C@@H]1OC(C)[C@H](O)CC1O (some centres not stated)	98	1	-6	0.2	-1	-12	4	2	4
Cc1ccc(C(=O)N2CCN(S(=O)(=O)c3cc(Br)ccc3Br)CC2)o1	118	3	8	1.7	2	3	0	5	-6
O=C(c1cn(-c2ccccc2)nc1-c1cccs1)N1CCN(c2ccc(F)cc2)CC1	101	1	24	3.5	0	3	0	-12	-9
CCC(C)OC(=O)C1=C(C)NC2=C(C(=O)C(C(=O)OC)C(C)C2)C1c1ccc(N(C)C)cc1 (configuration not stated)	97	5	12	0.6	0	11&27	1	3	3
CC(=O)Nc1ccc(/C=C2\Sc3ccccc3C2=O)cc1	100	-1	2	-2.1	35*	20	3	4	8
COc1ccc(NC(=O)C(c2ccccn2)N(C(C)=O)c2ccc(C)cc2)cc1 (configuration not stated)	122	-2	-14	1.4	5	-7	1	9	7
COc1ccc(C2=NN(Cc3ccccc3)C3C(=O)NC(=O)C23)cc1 (configuration not stated)	110	-1	0	0.7	-2	-13	-1	0	5
CC/C(=N\NC(=S)NC(C)C)c1ccc(OC(F)F)cc1	112	0	1	3.3	0	-24	2	-6	-11
COc1c(F)c(F)c(C(=O)Nc2c(C)cc(Br)cc2C)c(F)c1F	97	-4	4	0.2	0	-1	2	3	-2
CCCCN(C)C(=O)c1cc2c(Cl)nc3ccccc3c2s1	109	-2	0	3.9	0	-10	4	10	-18
CC(C)CNC(=O)C(=O)Nc1cc2c3c(c1)CCC(=O)N3CCC2	76	-1	-2	0.2	0	3	-3	4	-13
C=CCNC(=O)N1CCC(CO)(Cc2ccc(Cl)cc2)CC1	109	-1	-5	3.6	0	5	-1	-10	-9
COc1ccc(C(=O)Nc2sc(C)c(C)c2CN2CCOCC2)cc1	99	-3	1	-1.0	2	-5	3	-6	7

Just EBNA-1 inh and ZTA DNA inh, for 2 of the compounds above:
SMILES | EBNA-1 inh | ZTA DNA inh
CCCCN(C)C(=O)c1cc2c(Cl)nc3ccccc3c2s1 | -18 | 10
CC/C(=N\NC(=S)NC(C)C)c1ccc(OC(F)F)cc1 | -11 | -6

More records.
SMILES	CR mimetic SO	PP1 inh	HCV core dimer	PP5 inh	TPT1 inhibitor	GASC-1 inh	Fh CTSL1 inh	ZTA DNA inh	EBNA-1 inh
Cc1ccc(OCc2nnc(SCC(=O)N3C(C)CCCC3C)o2)cc1 (configuration not stated)	96	-1	13	0.9	-1	-15	-2	1	1
CCN(CC)c1ccc(NC(=O)CN2CCN(CC(=O)Nc3ccccc3F)CC2)cc1	106	0	-18	1.6	0	13	-1	-2	-5
O=C(C[n+]1cccc2ccccc21)c1ccc(NC(=O)c2ccccc2)cc1	111	1	-10	2.7	40*	1	4	-18	0
Cc1cccc(NC(=S)N2CCN(c3ccccc3F)CC2)c1C	98	-4	2	6.1	2	4	-1	-4	-3
O=C(CCC(=O)N1CCN(Cc2ccccc2)CC1)Nc1nnc(C2CCCCC2)s1	95	1	2	2.3	2	-2	-5	-4	-7
O=C(COc1ccc(C(=O)c2ccccc2)cc1)Nc1cccnc1	99	-4	5	-0.8	0	6	-1	13	9
O=C1C(=O)N(CCN2CCOCC2)C(c2cccnc2)/C1=C(/O)c1ccc(Cl)cc1 (configuration not stated)	90	1	-4	1.8	-7	2	3	2	-14
CCOC(=O)C1CCN(C(=O)COC(=O)c2ccc(Br)o2)CC1	102	-1	-9	2.7	-2	4	-12	-17	1
FC(F)(F)c1cccc(Nc2nc(N3CCOCC3)nc(N3CCOCC3)n2)c1	96	0	4	6.6	-2	-1	3	-8	-6
Cc1c(CCC(=O)NCCC(=O)O)c(=O)oc2cc3occ(-c4ccccc4)c3cc12	113	1	18	-0.9	-1	-7	2	-8	4
Cc1cc(NC(=O)CSc2nnc(-c3ccccc3)c(-c3ccccc3)n2)no1	94	2	2	1.5	-4	7	-7	-7	-1
O=C(CN1C(=O)NC2(CCCC2)C1=O)Nc1cccc(Cl)c1	91	0	7	2.9	-2	6	-4	-10	-4
O=C(CNC(=O)c1cc(Cl)nc2ccccc12)Nc1ccccc1Br	102	4	.	1.0	.	-1	.	11	.
